Screens (PubChem)
influenza NS1A – NS1A inhibition, H1N1 influenza, cell based functional assay (AID 504329) | NS1A functional cell-based assay, percent inhibition; higher % means a stronger effect | inhibition, % at 12.5 µM, or IC50 in µM where a hit was titrated | 340,000 compounds, 0.3% hits; in the data active = a potency from the dose series; inconclusive = inhibition above about 27% without an active follow-up result; also: strong numbers were not always called active
M. tuberculosis HTS – M. tuberculosis growth inhibition, HTS (AID 449762) | M. tuberculosis H37Rv growth inhibition, 7H9 media; higher % means a stronger effect | inhibition, % at 25 µM; hits with a dose series show IC50 in µM | 330,000 compounds, 0.59% hits; in the data active = a potency from the dose series; inconclusive = inhibition above about 70% without an active follow-up result;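 also: bacterial growth assessed after seven days of incubation; strong numbers were not always called active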
tuberculosis growth – growth inhibition of non-replicating M. tuberculosis (AID 488890) | 320,000 compounds, 0.39% hits | inhibition, % at 25 µM, or IC50 in µM where a hit was titrated | Mycobacterium tuberculosis non-replicating, growth inhibition; higher % means a stronger effect; in the data active = a potency from the dose series; inconclusive = inhibition mostly from about 82% at the one dose, without a potency; inactive = the rest, 99 in 100 with inhibition below about 76%;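 also: plate controls were DMSO cells for no effect and high antibiotic wells for full effect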
inhibitors of VEEV – inhibitors of VEEV TC-83 cytopathic effect, confirmation, Vero cells (AID 588727); one-dose inhibition, % at 20 µM; IC50 in µM for titrated hits; Vero cells, VEEV TC-83 cytopathic effect inhibition; higher % means a stronger effect; 350,000 compounds, 0.13% hits; in the data active = a potency from the dose series; inconclusive = inhibition mostly from about 14% at the one dose, without a potency; inactive = the rest, 99 in 100 with inhibition below about 12%; also: strong numbers were not always called active
PhoP GFP inhibition – PhoP regulon inhibitors, Salmonella typhi PhoP promoter GFP reporter, confirmatory (AID 1850); 310,000 compounds, 0.33% hits; Salmonella Typhi PhoP-promoter GFP reporter, fluorescence, 4 h; higher % means a stronger effect; one-dose inhibition, % at 50 µM; IC50 in µM for titrated hits; in the data active = a potency from the dose series; inconclusive = inhibition mostly from about 25% at the one dose, without a potency; inactive = the rest, 99 in 100 with inhibition below about 19%;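 also: 0% = induced wells with vehicle and 100% = uninduced wells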
inhibitors of VEEV 10K pilot screen – further read-out of inhibitors of VEEV, marked with its call; inhibition, %; measured here: 10K pilot screen inhibition
* hit, by the source's call; & = joins results of further samples. This is a random part of the collection; 1.4% or so of the library scored in one or more.

Screening CCOC(=O)c1sc2cccc(Cl)c2c1N returned influenza NS1A -10%, M. tuberculosis HTS -8%, tuberculosis growth 12%, inhibitors of VEEV inactive and PhoP GFP inhibition -1%.
`Cc1cccc(C(=O)OCC(=O)N2CC(C)OC(C)C2)c1C` (configuration not stated) gave influenza NS1A -4%, M. tuberculosis HTS 8%, tuberculosis growth -6%, inhibitors of VEEV 0.4% and PhoP GFP inhibition 6%.
Cc1cc(C(=O)Nc2ccc3ccccc3c2)oc1C was read as influenza NS1A 7%, M. tuberculosis HTS inconclusive, tuberculosis growth 70%, inhibitors of VEEV 4.8% and PhoP GFP inhibition 9%.
`CCCCCCCCCCCCCCCC[n+]1ccccc1` gave influenza NS1A -9%&-2% and inhibitors of VEEV inactive.
Screening Cn1c(/C(C#N)=C/C2CC=CCC2)nc2ccccc21 (configuration not stated) returned influenza NS1A 1%, M. tuberculosis HTS -10%, tuberculosis growth 9%, inhibitors of VEEV inactive and PhoP GFP inhibition -3%.
COc1ccccc1C(=O)NC(CCSC)C(=O)N1CCN(C/C=C/c2ccccc2)CC1 (configuration not stated) was read as influenza NS1A -6%, M. tuberculosis HTS 10%, tuberculosis growth 0%, inhibitors of VEEV 4.1% and PhoP GFP inhibition 8%.
`COc1ccccc1OCC(=O)NCCS(=O)(=O)N1CCN(c2ccc(F)cc2)CC1` gave influenza NS1A -9%, M. tuberculosis HTS 1%, tuberculosis growth 3%, inhibitors of VEEV 1.9% and PhoP GFP inhibition 7%.
Screening O=C(Nc1ccc(Br)cn1)c1ccc(COc2c(F)c(F)cc(F)c2F)o1 returned influenza NS1A -19%, M. tuberculosis HTS -3%, tuberculosis growth inconclusive and inhibitors of VEEV inactive.
Screening CC1CCc2c(sc(N)c2C(=O)OC(C)C)C1 (configuration not stated) returned influenza NS1A -23%, M. tuberculosis HTS -3%, tuberculosis growth 8%, inhibitors of VEEV 1.5% and PhoP GFP inhibition -5%.
Screening CCc1ccc(Nc2ncc3c(n2)CC(c2ccco2)CC3=O)cc1 (configuration not stated) returned influenza NS1A 11%, M. tuberculosis HTS 2%, tuberculosis growth 15%, inhibitors of VEEV 3.1% and PhoP GFP inhibition -1%.
Screening Cc1cc(C(=O)NC(=S)Nc2cccc(C(=O)O)c2C)ccc1[N+](=O)[O-] returned influenza NS1A 1%, M. tuberculosis HTS -4%, tuberculosis growth -9%, inhibitors of VEEV 0.5% and PhoP GFP inhibition 16%.
Cc1ccc(NC(=O)CN2C(=O)N/C(=C/c3ccco3)C2=O)cc1 was read as influenza NS1A -12%, M. tuberculosis HTS 2%, tuberculosis growth -5%, inhibitors of VEEV 0.3% and PhoP GFP inhibition -2%.
`Cc1cc(C)c(NC(=O)CO/N=C2\CCCc3nonc32)c(C)c1` gave influenza NS1A -3%, M. tuberculosis HTS -2%, tuberculosis growth -5%, inhibitors of VEEV 0.4% and PhoP GFP inhibition -6%.
`Cc1cccc(NS(=O)(=O)c2ccc3[nH]c(=O)[nH]c3c2)c1C` gave influenza NS1A -2%, M. tuberculosis HTS -4%, tuberculosis growth -3%, inhibitors of VEEV inactive and PhoP GFP inhibition -1%.
For COc1cc(CCC(=O)N2CCN(c3cccc(C)c3C)CC2)cc(OC)c1OC the results were influenza NS1A 14%, M. tuberculosis HTS 10%, tuberculosis growth 20%, inhibitors of VEEV inactive and PhoP GFP inhibition -1%.
Cc1noc(/C=C/N(C)C)c1S(=O)(=O)N1CCCC(C(=O)NCc2ccccc2Cl)C1 (configuration not stated) was read as influenza NS1A 9%, M. tuberculosis HTS -3%, tuberculosis growth 36%, inhibitors of VEEV inactive and PhoP GFP inhibition 3%.
Cc1cc(N2CCCc3ccccc32)n2ncnc2n1 was read as influenza NS1A -10%, M. tuberculosis HTS -8%, tuberculosis growth -24%, inhibitors of VEEV 0.2% and PhoP GFP inhibition 4%.
`O=C(CC1CCC1)Nc1cccc2c([N+](=O)[O-])cccc12` gave M. tuberculosis HTS 62%, tuberculosis growth 16%, inhibitors of VEEV 0.9% and PhoP GFP inhibition -4%.
For C=CCOc1ccc(/C=C2/C(=O)ON=C2C)cc1OCC the results were influenza NS1A -19%, M. tuberculosis HTS -3%, tuberculosis growth -18%, inhibitors of VEEV 0.9% and PhoP GFP inhibition 8%.
CCOC(=O)C(=O)Nc1nnc(Cc2ccc(OC)c(OC)c2)s1 was read as influenza NS1A 5%, M. tuberculosis HTS -2%, tuberculosis growth 1%, inhibitors of VEEV 0.9%, PhoP GFP inhibition -4% and inhibitors of VEEV 10K pilot screen 0.3.
For COc1ccc(NC(=O)CC(C)C)c(OC)c1 the results were influenza NS1A -15%, M. tuberculosis HTS -6%, tuberculosis growth 3%, inhibitors of VEEV 0.8% and PhoP GFP inhibition 1%.
N#Cc1cc(-c2ccccc2)nnc1Sc1ccc(F)cc1 was read as influenza NS1A 2%, M. tuberculosis HTS -4%, tuberculosis growth -9%, inhibitors of VEEV 1.9% and PhoP GFP inhibition 0%.
`CC(C)c1ccc(NC(=O)Nc2cnccn2)cc1` gave influenza NS1A 0%, M. tuberculosis HTS 6%, tuberculosis growth 8%, inhibitors of VEEV 4.1% and PhoP GFP inhibition -10%.
CN(CC(=O)Nc1ccc(F)c(F)c1F)C(=O)C1CCCCC1 was read as influenza NS1A -5%, M. tuberculosis HTS -1%, tuberculosis growth 1% and inhibitors of VEEV 1.0%.
O=C(CSc1nnc(-c2cccnc2)n1C1CCCCC1)NC1CCCC1 was read as influenza NS1A 8%, M. tuberculosis HTS -9%, tuberculosis growth 9%, inhibitors of VEEV 0.8% and PhoP GFP inhibition -2%.
COCCn1nnnc1C(c1cc2cc(C)ccc2[nH]c1=O)N1CCN(C2CCCCC2)CC1 (configuration not stated) was read as influenza NS1A -5%, M. tuberculosis HTS -6%, tuberculosis growth -13%, inhibitors of VEEV inactive and PhoP GFP inhibition 2%.
Screening CCOc1ccc2nc(NC(=O)CCC(=O)c3cccs3)sc2c1 returned influenza NS1A 0%, M. tuberculosis HTS -5%, tuberculosis growth -3%, inhibitors of VEEV 0.4% and PhoP GFP inhibition -7%.
`Cc1cccc(CSc2nnc(Cn3c(=O)sc4ccccc43)n2C)c1` gave influenza NS1A 12%, M. tuberculosis HTS -2%, tuberculosis growth -14%, inhibitors of VEEV 0.5% and PhoP GFP inhibition -8%.
`Cc1cccc(N2CCN(C(=O)COc3cccc4c3OC(C)(C)C4)CC2)c1C` gave influenza NS1A -4%, M. tuberculosis HTS 5%, tuberculosis growth 52%, inhibitors of VEEV 0.6% and PhoP GFP inhibition -4%.
`CCOC(=O)c1ccc(-c2ccc(CO)o2)cc1` gave influenza NS1A 4%, M. tuberculosis HTS 4%, tuberculosis growth -15%, inhibitors of VEEV 3.1% and PhoP GFP inhibition 3%.
For Cc1cc(NC(=O)CSCCO)no1 the results were influenza NS1A -7%, M. tuberculosis HTS -5%, tuberculosis growth 5%, inhibitors of VEEV 2.9% and PhoP GFP inhibition -9%.
`Cc1ccc(-c2c(C(=O)N/N=C/c3ccc(OC(C)C)cc3)nnn2-c2nonc2N)cc1` gave influenza NS1A 9%, M. tuberculosis HTS 5%, tuberculosis growth -9%, inhibitors of VEEV 2.8% and PhoP GFP inhibition 0%.
Screening c1ccc2c(c1)ccn2CCCN1CCCCC1 returned influenza NS1A 2% and inhibitors of VEEV 1.0%.
`CCC(=O)N/C(N)=N/c1nc(C)c2cc(C)c(C)cc2n1` gave M. tuberculosis HTS 7%, tuberculosis growth inconclusive, inhibitors of VEEV 5.6% and PhoP GFP inhibition 7%.
Screening O=C(NC1CCCC1)C1CCN(C(=O)c2ccc(Cl)cc2)CC1 returned influenza NS1A 5%, M. tuberculosis HTS -3%, tuberculosis growth -5%, inhibitors of VEEV inactive and PhoP GFP inhibition 1%.
`CC(=O)c1sc(NC(=O)c2c(F)cccc2F)nc1-c1ccccc1` gave influenza NS1A 0%, M. tuberculosis HTS 3%, tuberculosis growth 52%, inhibitors of VEEV 1.2% and PhoP GFP inhibition -6%.
CCn1c2ccc(CC(=O)O)cc2c2cc(CC(=O)O)ccc21 was read as influenza NS1A 24%, M. tuberculosis HTS -11%, tuberculosis growth 11%, inhibitors of VEEV 3.1% and PhoP GFP inhibition 2%.
For N#Cc1cc(F)c(N2CCNCC2)cc1Cl the results were influenza NS1A -2%, M. tuberculosis HTS -7%, tuberculosis growth 8%, inhibitors of VEEV inactive and PhoP GFP inhibition 13%.
Cc1ccc(S(=O)(=O)n2nc(-c3ccco3)nc2SCc2ccccc2)cc1 was read as influenza NS1A 4%, M. tuberculosis HTS -5%, tuberculosis growth 27%, inhibitors of VEEV inactive and PhoP GFP inhibition 4%.
`COc1cccc(CC(CC(=O)O)C(=O)Nc2cc(C)ccc2C)c1` (configuration not stated) gave influenza NS1A 3%, M. tuberculosis HTS -7%, tuberculosis growth -11%, inhibitors of VEEV 1.5% and PhoP GFP inhibition -5%.

Part of the list above in order of SMILES length, smallest number first:
For Cc1cc(NC(=O)CSCCO)no1 the results were influenza NS1A -7%, M. tuberculosis HTS -5%, tuberculosis growth 5%, inhibitors of VEEV 2.9% and PhoP GFP inhibition -9%.
Cc1ccc(S(=O)(=O)n2nc(-c3ccco3)nc2SCc2ccccc2)cc1 was read as influenza NS1A 4%, M. tuberculosis HTS -5%, tuberculosis growth 27%, inhibitors of VEEV inactive and PhoP GFP inhibition 4%.
`Cc1ccc(-c2c(C(=O)N/N=C/c3ccc(OC(C)C)cc3)nnn2-c2nonc2N)cc1` gave influenza NS1A 9%, M. tuberculosis HTS 5%, tuberculosis growth -9%, inhibitors of VEEV 2.8% and PhoP GFP inhibition 0%.

2 consecutive entries already listed, for reference:
For Cc1cc(NC(=O)CSCCO)no1 the results were influenza NS1A -7%, M. tuberculosis HTS -5%, tuberculosis growth 5%, inhibitors of VEEV 2.9% and PhoP GFP inhibition -9%.
`Cc1ccc(-c2c(C(=O)N/N=C/c3ccc(OC(C)C)cc3)nnn2-c2nonc2N)cc1` gave influenza NS1A 9%, M. tuberculosis HTS 5%, tuberculosis growth -9%, inhibitors of VEEV 2.8% and PhoP GFP inhibition 0%.

(listing goes on)
For CCc1ccc2c(CN3CCN(S(=O)(=O)c4ccccc4F)CC3)cc(=O)oc2c1 the results were influenza NS1A 8%, M. tuberculosis HTS -2%, tuberculosis growth 25% and inhibitors of VEEV 5.4%.
Screening COc1ccc(C#Cc2c(C=O)n(C)c3ccccc23)cc1 returned influenza NS1A -19%, M. tuberculosis HTS 34%, tuberculosis growth 41% and inhibitors of VEEV 2.0%.
For O=C(c1ccccc1)n1nc(-c2ccccc2)nc1NCc1ccco1 the results were influenza NS1A 7%, M. tuberculosis HTS -7%, tuberculosis growth -2%, inhibitors of VEEV 11% and PhoP GFP inhibition -6%.
Screening CC(=O)C1=C(c2ccc(Br)cc2)C(=O)c2ccccc2C1=O returned influenza NS1A 20%, M. tuberculosis HTS inconclusive, tuberculosis growth inconclusive, inhibitors of VEEV inactive and PhoP GFP inhibition 2%.
Cc1nn(CCO)c2ncc(C(=O)c3cc(F)ccc3O)cc12 was read as influenza NS1A -3%, M. tuberculosis HTS 3%, tuberculosis growth -9%, inhibitors of VEEV 2.1% and PhoP GFP inhibition -12%.
`CCCCNC(=O)c1sc2ncnc(N3CCc4ccccc4C3)c2c1C` gave influenza NS1A -6%, M. tuberculosis HTS inconclusive, tuberculosis growth 61%, inhibitors of VEEV inactive and PhoP GFP inhibition -4%.
For Cc1c(C(=O)N2CCCCC2CCN2CCCC2=O)oc2c(F)cccc12 (configuration not stated) the results were influenza NS1A -17%, M. tuberculosis HTS 7%, tuberculosis growth -3%, inhibitors of VEEV 2.0% and PhoP GFP inhibition -9%.
`O=C(N/N=C/c1c(F)cccc1Cl)C(=O)N1CCCCCC1` gave influenza NS1A -5%, M. tuberculosis HTS -4%, tuberculosis growth -13%, inhibitors of VEEV 0.4% and PhoP GFP inhibition -6%.
Screening CCOc1ccccc1N1CCN(C(=O)c2cc(S(=O)(=O)N(C)C)ccc2N2CCCC2)CC1 returned influenza NS1A -2%, M. tuberculosis HTS -8%, tuberculosis growth 25% and inhibitors of VEEV 8.7%.
COc1ccc(C2CC(c3cccs3)=Nc3ccccc3S2)cc1OC (configuration not stated) was read as influenza NS1A 10%, M. tuberculosis HTS 10%, tuberculosis growth 69%, inhibitors of VEEV 6.7% and PhoP GFP inhibition -2%.
Screening CSc1nc(N)nc(SC2C=CCCC2)c1C#N (configuration not stated) returned influenza NS1A -10%, M. tuberculosis HTS -5%, tuberculosis growth 12%, inhibitors of VEEV 0.1% and PhoP GFP inhibition 1%.
